Screens (PubChem BioAssay)
MsrA inhibitor: inhibits bovine methionine sulfoxide reductase A. purified bovine MsrA, absorbance read-out. actives 0.75% (n = 360,000). inhibition, % at 15.5 µM; in the data active = inhibition above about 4.5%;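 note: 0% = vehicle wells with enzyme and 100% = reference inhibitor wells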
Starred values were filed as active, the others as inactive.

Start of the listing, in advance:
MsrA inhibitor | SMILES
0.7 | COc1cccc(-c2cc(CNC(=O)[C@H]3O[C@@H](n4cnc(C(N)=O)n4)[C@H](O)[C@@H]3O)no2)c1
0.6 | Nc1nnc(SCC(=O)c2ccc3ccccc3c2)s1
0.7 | COC(=O)C1=C(C)N(Cc2ccccc2)C(=S)NC1c1ccc(-c2ccccc2)cc1 (stereo not given)
-0.9 | CC(=O)c1ccc(N2C(=O)C3C(C2=O)C(C(=O)c2ccc(Cl)cc2)N2CCCC32)cc1 (stereo not given)
0.7 | C[C@@H]1CN([C@H](C)CO)C(=O)c2cc(Br)cnc2O[C@H]1CN(C)Cc1ccccc1F

The listing, repeating the preview:
MsrA inhibitor | SMILES
0.7 | COc1cccc(-c2cc(CNC(=O)[C@H]3O[C@@H](n4cnc(C(N)=O)n4)[C@H](O)[C@@H]3O)no2)c1
0.6 | Nc1nnc(SCC(=O)c2ccc3ccccc3c2)s1
0.7 | COC(=O)C1=C(C)N(Cc2ccccc2)C(=S)NC1c1ccc(-c2ccccc2)cc1 (stereo not given)
-0.9 | CC(=O)c1ccc(N2C(=O)C3C(C2=O)C(C(=O)c2ccc(Cl)cc2)N2CCCC32)cc1 (stereo not given)
0.7 | C[C@@H]1CN([C@H](C)CO)C(=O)c2cc(Br)cnc2O[C@H]1CN(C)Cc1ccccc1F
1.0 | CCN1C(=O)[C@@H]2[C@H](C1=O)[C@@H]1CC(C(=O)OC)=C[C@@H](C(=O)OC)C3C1=C(C(=O)C3(CC)CC)[C@@H]2C (stereo not given in full)
-0.2 | CC(=O)O[C@H]1C[C@@H](n2cnc3c(Cl)ncnc32)[C@@H]2OC(C)(C)O[C@@H]21
1.9 | C[C@@H]1CN([C@@H](C)CO)C(=O)CCCn2nncc2CO[C@H]1CN(C)C(=O)Nc1ccc(N2CCN(C)CC2)cc1
0.7 | COc1ccc(C(=O)NCC2CCN(C(=O)C(=O)c3cccs3)CC2)cc1
-0.8 | COc1ccc(CCN(C)C(=O)c2ccc(S(=O)(=O)Nc3ccccc3C)cc2)cc1OC
0.1 | CCOC(=O)CCCCCC(=O)Nc1ccc2c(c1)C(=O)N([C@H](C)CO)C[C@@H](C)[C@@H](CN(C)S(=O)(=O)c1ccc(C)cc1)OCCCC[C@H](C)O2
0.1 | OC(c1ccccc1)(c1ccccc1)C1CCN(CCCOc2ccccn2)CC1
0.0 | Cc1cc2c(nc1C)CCCN2S(=O)(=O)c1ccc(C(F)(F)F)cc1
0.3 | COc1ccccc1Cc1c(-c2ccc(C)cc2)nc2ccc(C)cn12
0.3 | C=C(C)c1sc(-c2ccccc2)nc1C
-0.6 | O=C(N[C@H](C(=O)N1CCC[C@H]1C(=O)NCCc1ccccc1Cl)c1ccccc1)c1cccs1
-0.9 | COC(=O)C1=C(C)N(C)C(=NCc2ccc(OC)cc2)NC1c1cccc(Cl)c1 (stereo not given)
-0.4 | COC(=O)C1=C(C)N(Cc2ccc(F)cc2)C(=S)NC1c1cccc(OC)c1 (stereo not given)
0.3 | Cc1ccc(C2=NN=C(NC(=O)CSc3nc(C)cc(C)n3)SC2)cc1
-0.3 | COc1ccccc1N1CCN(/N=C/c2ccc(O)c(O)c2)CC1
0.7 | O=c1c2ccccc2nnn1Cc1ccco1
1.1 | CC(=O)Nc1ccc(S(=O)(=O)N2C(=O)c3cccc4cccc2c34)cc1
1.2 | CC(=O)C1=C(C)N(Cc2ccc(Br)cc2)C(=S)NC1c1ccc(F)cc1 (stereo not given)
2.1 | Cc1ccc2c(c1)c1ncnc(N3CCC4(CC3)OCCO4)c1n2C
0.2 | O=C(NCc1ccccc1)[C@@H]1CCCN1C(=O)[C@H]1CCCN1C(=O)c1cccs1
-0.5 | Cc1nc2scc(-c3ccccc3)c2c(=O)n1N=C1C=CC(=O)C=C1
1.4 | COc1ccc(C(C#N)=Cc2cc(OC)c(OC)c(OC)c2)cc1
-0.6 | Cc1cc(O)cc(=O)n1-c1ccc(Cl)c(C(F)(F)F)c1
0.7 | COc1cc(C(=O)Nc2ccc3ccccc3c2)cc(OC)c1OC
-0.2 | COC(=O)c1cc2c(c3c4cc(C)ccc4n(C(=O)c4ccccc4)c13)C(=O)N(Cc1ccccc1)C2
-0.8 | COC(=O)c1ccc2nc(-c3ccc(Cl)cc3)c(Cc3ccccc3)n2c1
-0.6 | CC[n+]1c(/C=C/C=C/N(C(C)=O)c2ccccc2)sc2cc(OC)ccc21
1.2 | COc1ccccc1NC(=O)C1=C(C)NC(SCC(=O)c2ccc(C)cc2)=C(C#N)C1c1ccco1 (stereo not given)
1.7 | COC(=O)C1=C(C)N(Cc2ccc(Cl)cc2)C(=S)NC1c1cccc(Br)c1 (stereo not given)
-0.6 | O=C1C=CCC(/C=C/c2ccccc2)O1 (stereo not given)
2.1 | COc1ccc(-c2ccc3c(n2)CCCN3S(=O)(=O)c2ccc(OC)cc2)cc1
0.3 | COc1ccc(-c2nc(NC(=O)CSc3nnc4ccccn34)ns2)cc1
-0.2 | COC(=O)[C@H](Cc1ccccc1)N1CC=CS1(=O)=O
0.6 | CCCCOCC1CN(CCCC)S(=O)(=O)c2c(cccc2N(C)S(=O)(=O)c2ccc(C)cc2)O1 (stereo not given)
-1.1 | O=S(=O)(Nc1nc2ccccc2nc1-[n+]1cccc(N=C([O-])c2ccc(Cl)cc2)c1)c1ccccc1
3.7 | O=C(N[C@H](Cc1ccccc1)C(=O)NCc1ccc(OC(F)(F)F)cc1)[C@H]1O[C@@H](n2ccc(=O)[nH]c2=O)[C@H](O)[C@@H]1O
0.2 | Cc1noc(C)c1S(=O)(=O)N1CCCc2nc(-c3ccc(F)cc3)ccc21
1.8 | C/C(=N\NC(=O)c1ccccn1)c1ccc(C(=O)O)s1
-1.2 | CC1(C)C2CCC1(C)C(OC(=O)CC(=O)O)C2 (stereo not given)
0.2 | COC(=O)C1=C(C)NC(=S)NC1c1cccc(OC)c1 (stereo not given)
-0.4 | COC(=O)c1cccc(-n2c(C)cc(O)cc2=O)c1
1.6 | CN(C)CCOC1c2ccccc2C=Cc2ccccc21
-0.7 | OCC(CCc1c[nH]c2ccccc12)c1c[nH]c2ccccc12 (stereo not given)
1.6 | CCOC(=O)C1CSCCS(=O)(=O)N1Cc1ccccc1C (stereo not given)
-0.6 | Nc1nc2c(ncn2[C@@H]2O[C@H](C(=O)N[C@@H](Cc3ccccc3)C(=O)NCc3ccc4c(c3)OCO4)[C@@H](O)[C@H]2O)c(=O)[nH]1

Next part:
MsrA inhibitor | SMILES
0.1 | O=C(CN1C(=O)c2ccccc2C1=O)Nc1nc(-c2cccc([N+](=O)[O-])c2)cs1
-0.5 | O=C(N/N=C/c1ccncc1)c1cccc([N+](=O)[O-])c1
-0.4 | O=C(NCc1ccccc1)[C@H]1CCCN1C(=O)[C@H]1CCCN1C(=O)N1CCOCC1
0.1 | CNC(=O)c1c(NC(=O)c2ccc(S(=O)(=O)N(C)c3ccccc3)cc2)sc2c1CCN(C(C)C)C2
-0.2 | COC(=O)Cc1nnn2c1CC(OC)c1cc(Br)ccc1-2 (stereo not given)
1.6 | C=CCN1C(=O)c2n[nH]c(C(C)C)c2C1c1ccc(C)cc1 (stereo not given)
0.1 | O=c1[nH]c(=O)c2ccccc2o1
1.7 | O=C(NC1CC1)c1ccc2c(c1)S(=O)(=O)c1cc(Cl)ccc1C2=O
-0.5 | COc1cc(C(=O)NC2CCCCN(C)C2=O)cc(OC)c1OC (stereo not given)
5.7* | O=[N+]([O-])c1cc(/C=N/Nc2nc3ccccc3[nH]2)c(O)cc1O
1.2 | CCOC(=O)N1CCc2c(sc(N)c2C#N)C1
-0.4 | CCCc1nc2sc3c(=O)[nH]cnc3c2c2c1CCCC2
0.0 | COc1ccc(C(C)(C)C)cc1N1C(=O)[C@@H]2CSCCS(=O)(=O)N2C1=O
0.6 | O=S1(=O)N[C@H](Cc2ccccc2)COc2cc(N3CCOCC3)ccc21
0.5 | O=C(c1ccc(F)cc1)C1CCN(CCCn2c(=O)[nH]c3ccccc32)CC1
1.4 | COC(=O)c1cc2c(c3c4cc(F)ccc4n(S(=O)(=O)c4ccccc4)c13)C(=O)N(Cc1ccccc1OC)C2
0.3 | O=C(/C=C/c1cccc(Br)c1)Nc1nn[nH]n1
0.7 | COC(=O)c1ccccc1
0.1 | C=CCN1[C@@H](C)[C@H](c2ccccc2)Oc2cccc(NCC(C)C)c2S1(=O)=O
-0.2 | CCOC(=O)N1CCN(C(=O)c2ccc3c(=O)n4c(nc3c2)CCCCC4)CC1
0.8 | COC(=O)c1ccc2nc(-c3ccccc3)c(Cc3cccc(Cl)c3)n2c1
1.7 | CCCc1ccc(-c2cc(NC(=O)Cc3c[nH]c4ccccc34)ccc2Nc2cccnc2)cc1
0.2 | COc1ccc(-c2noc(CCC(=O)Nc3nc4ccccc4s3)n2)cc1
0.2 | CCO[C@@H]1OC(C(=O)N2CCN(Cc3ccc4c(c3)OCO4)CC2)=C[C@H](c2ccc3c(c2)OCO3)[C@H]1CCCO
-0.5 | Cc1ccccc1NC(=O)N(C)[C@H]1C[C@H]2c3[nH]c4c(-c5ccc6c(c5)OCO6)cccc4c3CCN2C(=O)[C@H]1[C@H](C)O
-2.0 | COC(=O)C1=C(C)N(C)C(=NCc2ccc(C(F)(F)F)cc2)NC1c1cccc(Cl)c1 (stereo not given)
0.8 | O=C(N[C@H](C(=O)N1CCC[C@H]1C(=O)NCc1ccccc1)c1ccccc1)c1ccccc1
0.5 | COc1ccc(OC)c(Nc2nnc(C)c(=O)[nH]2)c1
-0.4 | CCOC(=O)N1CCC(N(CCN(C)C)C(=S)Nc2ccc(OCC)cc2)CC1
-1.2 | C#CCN(C[C@H]1[C@H](OC(=O)Nc2c(C)noc2C)[C@H](OC(=O)Nc2c(C)noc2C)CN(C(=O)OC(C)C)N1C(=O)OC(C)C)S(=O)(=O)c1ccc(C)cc1
-0.3 | COc1cc([N+](=O)[O-])ccc1NC(=O)CSc1nc2ccccc2n1-c1ccccc1
0.4 | COc1ccccc1Cc1c(-c2ccccc2)nc2c3ccccc3ccn12
-0.2 | COC(=O)C1=C(C)N(C)C(=NCC2CC2)NC1c1ccccc1C(F)(F)F (stereo not given)
0.2 | CCCN(CCC)c1cc(=O)nc2ccccn12
1.0 | Cc1cc(=O)c2c(ccc3c(=O)cc(C)[nH]c32)[nH]1
-0.1 | C[C@H](O)[C@@H]1C(=O)N2CCc3c([nH]c4c(-c5ccc6c(c5)OCO6)cccc34)[C@@H]2C[C@@H]1N(C)C(=O)Nc1ccccc1
2.6 | O=C1ON=C(c2ccc(Cl)cc2)/C1=C/c1ccc(O)cc1
-0.1 | O=C(N[C@H](C(=O)N1CCC[C@H]1C(=O)NCc1ccccc1)C1CCCCC1)c1ccc(Cl)cc1Cl
0.0 | CCOC(=O)N1CCN(C(=O)C[C@H]2C[C@@]3(C(=O)OC)C(=C[C@H](C(C)(C)C)O[C@@H]3C)N(CCC3=CCCCC3)C2=O)CC1
-0.4 | COC(=O)[C@]12C[C@H](CC(=O)N3CCCCC3)C(=O)N(CCC3=CCCCC3)C1=C[C@H](C(C)(C)C)O[C@@H]2C
-0.2 | COc1cc(/C=C2\SC(=Nc3ccc(O)cc3)NC2=O)cc(OC)c1OC
-1.0 | CN(C)c1ccc(CNc2ccc3c(c2)ncn3C)cc1
2.2 | C(=N\Nc1nc2ccccc2s1)/c1ccccn1
-0.1 | O=C(Nc1ccccc1C(=O)NCC1CC1)c1cccs1
2.0 | CCOC(=O)c1c(NC(=O)CSc2nc3cc(Cl)ccc3s2)sc(C(C)=O)c1C
-0.1 | CCCCc1c(-c2ccccc2OC)ncn1Cc1ccc(OC)cc1
2.7 | COC(=O)c1ccc(CN2C(=O)[C@]3(OCCC=C[C@H]3C)c3cc(OC)ccc32)cc1
1.9 | C[C@@H]1CCCCO[C@@H](CN(C)C(=O)Nc2ccc(F)cc2)[C@@H](C)CN([C@H](C)CO)C(=O)c2cc(NC(=O)Nc3ccc4c(c3)OCO4)ccc2O1
-0.4 | C/C=C\C(=O)Nc1cccc(C2=NOC3(C2)C[C@@H](C(N)=O)N(C(=O)c2ccc(OC)cc2)C3)c1 (stereo not given in full)
1.2 | Cc1nn(C)c(C)c1/C=N/NC(=O)c1csc2ccccc12

Later entries.
MsrA inhibitor | SMILES
-0.1 | O=C(N[C@@H](Cc1cccnc1)C(=O)N1CCC[C@H]1C(=O)NCCc1ccccc1Cl)c1ccc(Cl)c(Cl)c1
0.4 | Cc1ccc2[nH]c3c(=O)n(CCC4=CCCCC4)cnc3c2c1
1.3 | CCN1C(=O)[C@H]2[C@@H](c3ccc(-c4ccc(F)cc4)c(OC)c3)N[C@@](CC(C)C)(C(=O)OC)[C@H]2C1=O
0.2 | Cc1cc(OC(=O)NCCc2ccc(F)cc2)ccc1F
0.3 | COCCn1c(C(=O)N2CCCC2)cc2c1C[C@H]1CN(C(=O)c3ccccc3)[C@@](Cc3ccc(F)cc3)(C(=O)OC)[C@@H]21
0.1 | Nc1ncnc2c1ncn2[C@@H]1O[C@H](C(=O)N[C@@H](CCc2ccccc2)C(=O)N2CCN(C(=O)C(F)(F)F)CC2)[C@@H](O)[C@H]1O
1.8 | O=C(C(=O)N1CCC(CNC(=O)c2cccs2)CC1)c1cc2ccccc2o1
0.3 | Cc1ccc2[nH]c3c(c2c1)CN(C(=O)CN1CCN(C(=O)c2ccco2)CC1)CC3
-0.2 | C[C@H]1Cn2cnc(C(=O)N3CCN(c4ccccc4)CC3)c2C(=O)N1
-0.7 | C[C@@H]1COc2cc(N3CCCC3)ccc2S(=O)(=O)N1
0.4 | C[C@@H](CO)NC(=O)c1[nH]cnc1C(=O)Nc1ccccc1
1.4 | O=C(Cc1c[nH]c2ccccc12)Nc1ccc(Nc2cccnc2)c(-c2ccc(OC(F)(F)F)cc2)c1
-0.6 | CC(C)n1nc(C(=O)N2CCN(S(=O)(=O)c3cccs3)CC2)c2ccccc2c1=O
-0.6 | Fc1ccc2cnc(-c3ccsc3)cc2c1
0.0 | CC(C)(C)c1ccc(S(=O)(=O)NCC2CCN(C(=O)C(=O)c3cccs3)CC2)cc1
-0.1 | CCCN1CCCCC(NC(=O)OC(C)(C)C)C1=O (stereo not given)
-0.2 | Cc1cc2ncn(-c3ncnc4sc5c(c34)CCCC5)c2cc1C

3 records drawn at random from the list so far, as already listed:
MsrA inhibitor | SMILES
-0.6 | CC(C)n1nc(C(=O)N2CCN(S(=O)(=O)c3cccs3)CC2)c2ccccc2c1=O
-0.2 | C[C@H]1Cn2cnc(C(=O)N3CCN(c4ccccc4)CC3)c2C(=O)N1
0.1 | Nc1ncnc2c1ncn2[C@@H]1O[C@H](C(=O)N[C@@H](CCc2ccccc2)C(=O)N2CCN(C(=O)C(F)(F)F)CC2)[C@@H](O)[C@H]1O

This is a subset, so the mix of outcomes need not match the whole.
